# Screening results deposited in PubChem by Sanford-Burnham Center for Chemical Genomics.
# Gli-Sufu block = Gli-Sufu pathway antagonism; actives 0.74% (n = 340,000); inhibition, % at 5 µM; Sufu-KO-LIGHT fibroblasts, Gli luciferase reporter luminescence;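 active = inhibition above about 55%, limit read from the data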;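 note: 0% = DMSO-treated cells and 100% = wells with medium but no cells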
# CXCR6 inh = CXCR6 (human) receptor inhibition | O00574 | CHO-K1 PathHunter CXCR6 beta-arrestin, luminescence | inhibition, % at 20 µM | actives 0.36% (n = 360,000) | AID 602244; in the data active = inhibition above about 34%, passing the limit was not always enough;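 note: antagonist mode with CXCL16 agonist at 10 nM final; 0% = 10 nM CXCL16 with DMSO and 100% = unstimulated wells without agonist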
# CCR6 antag = blocks CCL20-driven beta-arrestin recruitment at human CCR6. actives 0.49% (n = 340,000). AID 493098. P51684. CHO-K1 CCR6 PathHunter beta-arrestin, luminescence, CCL20-stimulated. inhibition, % at 20 µM;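 active = compounds whose inhibition of the agonist-driven luminescence signal at 20 µM reaches about 50%, limit read from the data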;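 note: cells stimulated with CCL20 at 14 nM final; plate controls were DMSO with CCL20 for no effect and DMSO without agonist for full effect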
# 697 NFkB inh = inhibitors of the PMA/ionomycin-induced NF-kB reporter in 697 B cells. actives 0.33% (n = 330,000). inhibition, % at 4 µM. 697 B-cell NF-kB luciferase reporter, 16 h; in the data active = inhibition above about 35%
# EBI2 block = antagonists of human EBI2 receptor; inhibition, % at 5 µM; actives 0.81% (n = 360,000); EBI2 beta-arrestin recruitment, luminescence, 7a,25-OHC stimulated; AID 651636; P32249; in the data active = inhibition above about 38%;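 note: enzyme fragment complementation signal reports receptor beta-arrestin coupling in cells; 0% = agonist plus DMSO wells and 100% = wells without agonist; some results beyond the cut were filed as inactive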
# UPR CHOP act = activators of apoptotic arm of unfolded protein response (CHOP); actives 0.34% (n = 330,000); AID 449763; activation, % at 10 µM; CHO-CHOP luciferase reporter, UPR activation, luminescence; percent of tunicamycin response over DMSO baseline;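 active = at 10 µM dose, activation of 40% or more, normalized to positive control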;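 note: 100% = tunicamycin at 10 µg/mL and 0% = DMSO alone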
#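 Test system: CHO-CHOP cells, stable luciferase reporter of PERK-eIF2a-CHOP signalling | Quantity: 500 CHO-CHOP cells per well | Buffer or medium: F12 plus 10% serum | Compound dosing: 10 µM single point, 0.5% DMSO | Schedule: 6 h compound treatment, 37 °C | Signal: Luciferase luminescence | Control set: Tunicamycin high control, DMSO low control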
# UPR XBP1 act = activators of adaptive arm of unfolded protein response (XBP1); actives 0.33% (n = 330,000); AID 463104; activation, % at 20 µM; CHO-XBP1 luciferase reporter, IRE1-XBP1 UPR activation, luminescence; percent of tunicamycin response, DMSO as zero;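 active = versus positive control, 20 µM dose yields 30% or more activation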;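 note: 100% = tunicamycin at 10 µg/mL and 0% = DMSO only wells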
#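 Signal: luciferase luminescence; Assay system: CHO-XBP1 luciferase reporter cells; Amount: one thousand reporter cells per well; Dosing: 20 µM single concentration, DMSO 1%; Benchmarks: high control tunicamycin 10 µg/mL final, low control DMSO vehicle only; Schedule: 6 h compound exposure at 37 °C, 5% CO2; Evaluation: percent activation relative to tunicamycin reference.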
# Jurkat NFkB inh = lowers PMA/ionomycin-induced NF-kB signal in Jurkat cells. PMA/ionomycin-induced NF-kB luciferase reporter, luminescence. inhibition, % at 4 µM. actives 0.53% (n = 330,000); in the data active = inhibition above about 50%
# Mdm2-MdmX inh = human Mdm2/MdmX binding inhibition | SaOS-2 split-luciferase Mdm2/MdmX complementation, luminescence | O15151+Q00987 | inhibition, % at 8 µM | actives 3% (n = 330,000);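 active = inhibition of at least 50% at 8 µM in the primary screen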
# Target sequence (O15151 whole entry, looked up): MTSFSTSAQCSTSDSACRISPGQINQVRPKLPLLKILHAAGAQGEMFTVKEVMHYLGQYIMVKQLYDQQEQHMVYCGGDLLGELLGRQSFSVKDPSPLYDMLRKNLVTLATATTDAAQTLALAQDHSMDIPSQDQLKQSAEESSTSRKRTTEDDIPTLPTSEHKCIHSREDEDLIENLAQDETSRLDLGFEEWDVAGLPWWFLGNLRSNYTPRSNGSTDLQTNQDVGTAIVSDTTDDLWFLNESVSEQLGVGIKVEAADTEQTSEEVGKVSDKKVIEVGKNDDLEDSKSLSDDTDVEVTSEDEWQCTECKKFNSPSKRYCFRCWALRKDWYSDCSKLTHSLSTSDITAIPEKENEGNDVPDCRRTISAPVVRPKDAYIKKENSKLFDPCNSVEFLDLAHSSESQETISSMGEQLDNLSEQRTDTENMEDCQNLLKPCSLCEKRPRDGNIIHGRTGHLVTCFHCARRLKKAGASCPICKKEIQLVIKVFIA
# Target sequence (Q00987 whole entry, looked up): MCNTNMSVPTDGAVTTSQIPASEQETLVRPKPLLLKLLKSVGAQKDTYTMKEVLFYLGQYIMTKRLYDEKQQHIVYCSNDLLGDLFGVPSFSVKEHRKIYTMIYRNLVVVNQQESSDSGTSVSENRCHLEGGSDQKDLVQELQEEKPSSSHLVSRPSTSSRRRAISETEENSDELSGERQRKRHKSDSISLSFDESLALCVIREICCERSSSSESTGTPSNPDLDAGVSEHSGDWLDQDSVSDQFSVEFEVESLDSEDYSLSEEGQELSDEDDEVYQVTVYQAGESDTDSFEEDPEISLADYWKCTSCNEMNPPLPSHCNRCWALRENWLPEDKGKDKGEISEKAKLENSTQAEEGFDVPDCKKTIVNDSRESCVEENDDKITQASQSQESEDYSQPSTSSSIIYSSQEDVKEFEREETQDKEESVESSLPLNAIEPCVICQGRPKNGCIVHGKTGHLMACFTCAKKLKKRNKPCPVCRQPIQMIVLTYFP
# Active calls of the source: *.
1. O=C(NN1CCOCC1)c1ccccc1Br
2. CCOC(=O)N1CCC(N(C(=O)Nc2ccccc2)C(C)CC)CC1 (configuration not stated)
3. CCn1nc(C(=O)Nc2ccc(S(=O)(=O)Nc3nccs3)cc2)c2ccccc2c1=O
4. COc1ccccc1-c1nc2ccc(Cl)cc2c(=O)n1O
5. O=C(NCc1cccs1)C1CCCN1C(=O)Nc1cccc(Cl)c1 (configuration not stated)
6. NC(=NCc1ccco1)NC(=O)c1ccc(Cl)cc1
7. N=C1SC(c2ccccc2)C(=O)N1c1ncc(Cc2ccccc2)s1 (configuration not stated)
8. Cc1cccc(NC(=O)CCc2nnc3ccc(NCc4ccco4)nn23)n1

assay / entry	1	2	3	4	5	6	7	8
Gli-Sufu block	6	0	1	-10	6	-1	-5	8
CXCR6 inh	3	10	2	0	2	-6	24	0
CCR6 antag	3	-9	13	-11	14	3	45	1
697 NFkB inh	-9	8	23	14	19	-39	-1	8
EBI2 block	-13	-3	-2	-16	6	6	1	5
UPR CHOP act	-0.5	-2.6	-1.7	-1.3	2.5	3.6	0.3	2.1
UPR XBP1 act	-2	-3	-1	-2	-1	0	-3	-3
Jurkat NFkB inh	12	9	-10	4	-8	-51	-8	2
Mdm2-MdmX inh	11	-11	27	-4	1	-34	14	17

9. COc1cc(OC)cc(C(=O)NCC(=O)OCC(=O)c2cc(C)n(Cc3ccco3)c2C)c1
10. COc1ccc(NC(=O)c2cc(-c3ccccc3)nc3c2cnn3C(C)C)c(OC)c1
11. CC1(C)CC(NC(=O)c2ccccc2)CC(C)(C)N1
12. COC(=O)c1cc(-c2ccc(Cl)cc2Cl)n[nH]1
13. CCCOc1ccc(CC(CC(=O)O)(C(=O)O)C(=O)O)cc1
14. CC(=O)c1cccc(Nc2nc(-c3cccc([N+](=O)[O-])c3)cs2)c1
15. O/N=C(\C[n+]1ccccc1)c1ccc(Br)cc1
16. COC(=O)C1(c2ccccc2)NC(c2cccs2)C2C(=O)N(C)C(=O)C21 (configuration not stated)

assay / entry	9	10	11	12	13	14	15	16
Gli-Sufu block	2	-1	-2	-12	-2	-67	-17	2
CXCR6 inh	4	7	3	2	-4	2	8	-1
CCR6 antag	22	22	-1	11	16	6	10	2
697 NFkB inh	9	6	0	-19	23	-134	12	9
EBI2 block	3	30	-3	-14	-12	27	-2	3
UPR CHOP act	-0.1	0.1	2.3	8.0	-0.9	5.3	0.2	1.1
UPR XBP1 act	-1	-3	-2	6	-4	43*	-4	-1
Jurkat NFkB inh	4	-8	7	-28	-19	-25	-5	18
Mdm2-MdmX inh	-6	32	10	-24	0	-53	17	4

# Reprinted from the part before: 2 compounds, followed by the next part.
15. O/N=C(\C[n+]1ccccc1)c1ccc(Br)cc1
16. COC(=O)C1(c2ccccc2)NC(c2cccs2)C2C(=O)N(C)C(=O)C21 (configuration not stated)
17. COc1cc2c(cc1NC(=O)CCCN1C(=O)CCC1=O)oc1ccccc12
18. CC(NC(=O)CN1CCCC1)C12CC3CC(CC(C3)C1)C2 (configuration not stated)
19. CCOc1ccc(NC(=O)CSc2nnc(CCNC(=O)c3ccc(OC)cc3)n2C)cc1
20. Cc1ccc(OCC(=O)Nc2ccncc2)c(C)c1
21. CCOc1ccc(C(=O)COC(=O)C2CCN(c3ccc(C(F)(F)F)cn3)CC2)cc1
22. Cc1ccccc1N(CC(=O)NCCc1ccccc1)C(=O)CCC(=O)Nc1ccccn1
23. CNC(=O)c1cc2c(=O)n3cccc(C)c3nc2n(C(C)C)c1=N
24. COc1ccc(NS(=O)(=O)CC23CCC(CC2=O)C3(C)C)cc1 (configuration not stated)

assay / entry	15	16	17	18	19	20	21	22	23	24
Gli-Sufu block	-17	2	-26	7	-21	2	-4	-17	9	3
CXCR6 inh	8	-1	-7	1	-3	-6	4	10	16	-2
CCR6 antag	10	2	-1	7	2	2	18	3	3	-1
697 NFkB inh	12	9	-26	15	8	0	-6	6	16	2
EBI2 block	-2	3	0	-27	5	3	-4	2	-9	-1
UPR CHOP act	0.2	1.1	2.8	-1.6	0.9	2.5	0.7	-2.8	-3.0	-1.1
UPR XBP1 act	-4	-1	5	-1	0	-5	-2	-1	-2	3
Jurkat NFkB inh	-5	18	-27	-3	-8	3	1	2	-26	-16
Mdm2-MdmX inh	17	4	-22	11	-11	-11	23	7	-3	-7

25. Cc1ccc(NS(=O)(=O)c2cccs2)cc1S(=O)(=O)N1CCCCCC1
26. O/N=C/c1ccccc1OCc1ccccc1Cl
27. CCCCCC(=O)NC(=S)Nc1ccc(Cl)cn1
28. CC(C)c1ccc(NC(=O)[C@H]2CSCN2C(=O)[C@@H]2CCC(=O)N2)cc1
29. CC1=NN(c2ccccc2)C(=O)C1N=Nc1cccc(O)c1 (configuration not stated)
30. CCOC(CNC(=O)c1ccc2c(c1)ncn2-c1cccc(F)c1)OCC
31. COc1ccc(NC(=O)COC(=O)c2cc(Cl)ccc2O)cc1S(=O)(=O)N1CCCCC1
32. O=C(CCC(=O)c1cccs1)Nc1ccccc1F

assay / entry	25	26	27	28	29	30	31	32
Gli-Sufu block	3	4	0	-12	-7	-4	-4	-2
CXCR6 inh	-1	3	0	-7	3	1	-13	2
CCR6 antag	8	-4	22	11	29	-12	7	16
697 NFkB inh	16	-29	-45	-10	-43	17	13	10
EBI2 block	-3	3	2	-9	20	3	-6	2
UPR CHOP act	-0.9	2.2	1.4	-1.8	5.5	0.9	-0.9	4.4
UPR XBP1 act	-1	1	4	-3	1	5	-3	2
Jurkat NFkB inh	3	-4	-13	-9	-83	6	8	-1
Mdm2-MdmX inh	-17	-11	-1	24	-128	-13	1	-9

# Profiles as entered above. Screens in order: Gli-Sufu block	CXCR6 inh	CCR6 antag	697 NFkB inh	EBI2 block	UPR CHOP act	UPR XBP1 act	Jurkat NFkB inh	Mdm2-MdmX inh
# Shown for `CC(C)c1ccc(NC(=O)[C@H]2CSCN2C(=O)[C@@H]2CCC(=O)N2)cc1` → -12	-7	11	-10	-9	-1.8	-3	-9	24
# Shown for `COc1ccc(NC(=O)COC(=O)c2cc(Cl)ccc2O)cc1S(=O)(=O)N1CCCCC1` → -4	-13	7	13	-6	-0.9	-3	8	1
# Shown for `CCCCCC(=O)NC(=S)Nc1ccc(Cl)cn1` → 0	0	22	-45	2	1.4	4	-13	-1
# Shown for `CCOC(CNC(=O)c1ccc2c(c1)ncn2-c1cccc(F)c1)OCC` → -4	1	-12	17	3	0.9	5	6	-13
# Shown for `O=C(CCC(=O)c1cccs1)Nc1ccccc1F` → -2	2	16	10	2	4.4	2	-1	-9

# (cont.)
33. Cc1ccc(-n2nc3ccc(N)cc3n2)cc1
34. COc1cc(/C=N/n2c(COc3ccccc3)n[nH]c2=S)cc(Br)c1O
35. Cc1ccc(C2(O)C(=O)c3ccccc3C2=O)c(O)c1C
36. CC(=O)c1ccc(OCC(=O)N(C2CCCCC2)C2CCS(=O)(=O)C2)cc1 (configuration not stated)
37. CCCCn1c(N)c(N(CC)C(=O)c2ccccc2C(F)(F)F)c(=O)[nH]c1=O
38. Cc1cc(C)nc(-n2nc(C)cc2NC(=O)CNC(C)c2ccccc2)n1 (configuration not stated)
39. CC1(c2ccc3ccccc3c2)NC(=O)N(CC(=O)NCc2cccs2)C1=O (configuration not stated)
40. OCCCCc1nccc2c1[nH]c1ccccc12

assay / entry	33	34	35	36	37	38	39	40
Gli-Sufu block	-43	8	-2	4	13	9	3	1
CXCR6 inh	-11	-1	-2	0	-5	8	-6	-5
CCR6 antag	-13	8	7	3	18	20	11	-13
697 NFkB inh	-80	6	6	26	10	5	-11	10
EBI2 block	7	5	-11	4	-9	-2	7	2
UPR CHOP act	1.2	1.3	-0.3	0.1	-0.4	-0.9	-1.0	-0.9
UPR XBP1 act	3	-7	1	-3	4	-1	-3	-1
Jurkat NFkB inh	-106	2	11	6	22	22	5	12
Mdm2-MdmX inh	-149	9	6	7	22	12	5	-3

41. COc1cccc(C(=O)Nc2ccc(Cl)c(C(F)(F)F)c2)c1
42. Cc1ccccc1C(=O)Nc1ccc(C(=O)N/N=C/c2ccc(O)cc2)cc1
43. O=C(CCC(=O)N1CCN(c2ccccn2)CC1)Nc1nnc(C(F)(F)F)s1
44. Cc1ccccc1-n1nnnc1SCC(=O)NC1CC1
45. Oc1ccc(NCc2ccccc2OCc2ccccc2F)cc1

assay / entry	41	42	43	44	45
Gli-Sufu block	-41	-16	0	-2	5
CXCR6 inh	-17	6	0	10	3
CCR6 antag	-1	14	-3	11	11
697 NFkB inh	-21	28	13	13	16
EBI2 block	2	-14	1	-10	-16
UPR CHOP act	1.6	-0.3	0.7	-1.4	2.7
UPR XBP1 act	3	1	-1	-2	9
Jurkat NFkB inh	-70	7	13	11	-3
Mdm2-MdmX inh	-9	29	17	19	0
